PV pol inh – inhibitors of poliovirus RNA polymerase binding and polymerization; P03300; poliovirus polymerase elongation, fluorescence polarization; hits give low values; % elongation, % (compound at 16.7 µg/mL); 150,000 compounds, 0.66% hits; AID 588519; in the data active = % elongation below about 90%; also: some results filed as inactive read as strong as hits
Target sequence (P03300 1749-2209 limits assumed): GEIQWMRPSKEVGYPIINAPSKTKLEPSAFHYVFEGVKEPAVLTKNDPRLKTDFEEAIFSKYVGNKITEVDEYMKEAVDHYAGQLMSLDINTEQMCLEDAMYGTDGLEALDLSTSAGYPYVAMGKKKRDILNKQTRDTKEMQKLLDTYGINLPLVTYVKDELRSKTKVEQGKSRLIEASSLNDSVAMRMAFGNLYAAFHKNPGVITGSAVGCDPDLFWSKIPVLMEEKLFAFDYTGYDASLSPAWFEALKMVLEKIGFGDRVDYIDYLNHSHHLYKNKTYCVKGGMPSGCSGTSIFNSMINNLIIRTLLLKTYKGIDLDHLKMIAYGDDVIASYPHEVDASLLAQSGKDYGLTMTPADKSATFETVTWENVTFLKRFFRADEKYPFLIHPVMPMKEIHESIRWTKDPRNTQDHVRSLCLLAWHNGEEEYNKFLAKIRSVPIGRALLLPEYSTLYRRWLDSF
PV pol inh FP z-score – recorded beside PV pol inh, whose call it bears; z-score; measured here: FP z-score; hits read low
Active calls of the source: *.

Sample of the layout, six compounds:
| structure | PV pol inh FP z-score | PV pol inh |
| --- | --- | --- |
| C/C(=N\NC(=S)NC1CCCCC1)c1ccc(S(=O)(=O)NCc2ccco2)cc1 | 0.7 | 109 |
| COc1ccc(N2CCN(C(=O)c3cc4cc5ccc(Cl)cc5nc4o3)CC2)cc1 | 0.1 | 109 |
| Cc1ccc(CNC(=O)c2c[nH]c3ccc(S(=O)(=O)Nc4ccc(C)cc4C)cc3c2=O)cc1 | 0.3 | 103 |
| Cc1nn(CC(C)C)c(Cl)c1C(=O)NCc1cccnc1 | 0 | 102 |
| COC(=O)/C=C/c1cn(C2OCC(CO)C2O)c(=O)[nH]c1=O (centres undefined) | 0.8 | 108 |
| COc1ccc(Nc2cc(C(=O)NCCCN(C)Cc3ccccc3)c3ccccc3n2)cc1 | -0.2 | 104 |

All compounds of this part, from the start:
| structure | PV pol inh FP z-score | PV pol inh |
| --- | --- | --- |
| C/C(=N\NC(=S)NC1CCCCC1)c1ccc(S(=O)(=O)NCc2ccco2)cc1 | 0.7 | 109 |
| COc1ccc(N2CCN(C(=O)c3cc4cc5ccc(Cl)cc5nc4o3)CC2)cc1 | 0.1 | 109 |
| Cc1ccc(CNC(=O)c2c[nH]c3ccc(S(=O)(=O)Nc4ccc(C)cc4C)cc3c2=O)cc1 | 0.3 | 103 |
| Cc1nn(CC(C)C)c(Cl)c1C(=O)NCc1cccnc1 | 0 | 102 |
| COC(=O)/C=C/c1cn(C2OCC(CO)C2O)c(=O)[nH]c1=O (centres undefined) | 0.8 | 108 |
| COc1ccc(Nc2cc(C(=O)NCCCN(C)Cc3ccccc3)c3ccccc3n2)cc1 | -0.2 | 104 |
| O=C(CNC(=O)c1sc2ccccc2c1Cl)Nc1ccc(-n2cnnn2)cc1 | 0.8 | 106 |
| Cc1noc(C)c1COC(=O)/C=C/c1cn(-c2ccccc2)nc1-c1cc2ccccc2oc1=O | 0.8 | 109 |
| Cc1cccc(Cn2cc3c(=O)n(CC(=O)Nc4cccc(C)c4C)nc-3c3cc(F)ccc32)c1 | -0.3 | 107 |
| COc1ccc(Cn2c(SC)nc3ccccc32)cc1 | 0.2 | 102 |
| CCN1CCN(C(=O)c2ccc3c(c2)N(Cc2ccc(Cl)cc2)C(=O)c2ccccc2S3(=O)=O)CC1 | 1 | 113 |
| COc1cc(NC(=O)c2nc3ncccn3n2)cc(OC)c1OC | 0 | 100 |
| CN(CC(=O)N1CCCC1c1nc2ccccc2s1)S(=O)(=O)c1ccc(Cl)s1 (centres undefined) | -0.4 | 97 |
| CCOC(=O)c1ccc(NC(=O)CC#N)cc1 | 0.2 | 103 |
| COc1cccc(Nc2ncc3c(n2)CCNC3)c1 | 1 | 105 |
| CCCCS(=O)(=O)c1c(-c2ccccc2)c2cc(Cl)ccc2[nH]c1=O | -0.1 | 104 |
| CCn1nc(C)c(Br)c1-c1nc(-c2cccc(C(F)(F)F)c2)no1 | 0.4 | 103 |
| O=C(CC(C(=O)O)N1CCNCC1)Nc1ccccc1Cl (centres undefined) | 0 | 101 |
| CC(C)C(C(=O)O)N1C(=O)/C(=C/c2ccccn2)SC1=S (centres undefined) | -2 | 97 |
| COc1cccc(N2C(=O)CC(SCC(=O)Nc3ccc4ccccc4c3)C2=O)c1 (centres undefined) | 0.4 | 103 |
| Cc1cc2nc(-c3cccc(NC(=O)COc4ccc(C(C)C)cc4)c3)oc2cc1C | 1 | 108 |
| Nc1cc(=O)[nH]c(SCC(=O)c2cccs2)n1 | -0.3 | 99 |
| NC1=C(C(=O)OCc2ccccc2)C2(C(=O)Nc3ccc(Br)cc32)C2=C(O1)C(=O)CCC2 (centres undefined) | 0 | 103 |
| Cc1cc(NC(=O)c2cc(-c3ccc(F)cc3)no2)nn1CC(=O)N1CCOCC1 | 2.3 | 106 |
| CCN(CC)c1ccc(NC(=O)CSc2nc(-c3cccs3)cc(C(F)(F)F)n2)cc1 | -0.5 | 101 |
| CCc1cc(C(=O)NC(C)c2ccccc2)no1 (centres undefined) | 0.8 | 109 |
| C=C(C)Cn1c(CCCNC(=O)c2ccc(F)cc2)nc2ccccc21 | 0 | 100 |
| O=C(CSc1cccc[n+]1[O-])c1ccco1 | 0.3 | 104 |
| COC(=O)CSc1nnc2n(-c3ccccc3)c(=O)c3c4c(sc3n12)COC(C(C)C)C4 (centres undefined) | 0.2 | 105 |
| Cc1cc(SCC(=O)OCC(=O)N2CCCC2)c(C)cc1Br | -2.4 | 97 |

Record cards, as listed above.
O=C(CSc1cccc[n+]1[O-])c1ccco1 in the list: PV pol inh FP z-score = 0.3; PV pol inh = 104
Nc1cc(=O)[nH]c(SCC(=O)c2cccs2)n1 in the list: PV pol inh FP z-score = -0.3; PV pol inh = 99

New compounds follow.
| structure | PV pol inh FP z-score | PV pol inh |
| --- | --- | --- |
| O=C(NCc1cccnc1)C(=O)NCC(c1cccnc1)N1CCN(c2ccccc2F)CC1 (centres undefined) | -1.4 | 103 |
| ClC(=NC1CC1)c1ccccc1 | -0.5 | 99 |
| CN(C)CC(O)COc1ccc2ccccc2c1 (centres undefined) | 0.4 | 102 |
| Cc1ccc(C(=O)N2CC(=O)Nc3ccccc32)cc1 | -0.1 | 101 |
| Cc1ccc2c(cnn2C(=O)CCCC(=O)N2CCN(C)CC2)c1 | -1.7 | 99 |
| Cc1cc(NC(=O)c2cc(-c3ccc(F)cc3)no2)nn1CC(=O)NCc1ccco1 | 0 | 101 |
| Cc1ccc(NC(=O)CSc2nc3nccnc3c(=O)n2CCc2c[nH]c3ccccc23)cc1 | -1.1 | 100 |
| COc1cccc(C(=O)Nc2nncs2)c1 | 0.7 | 104 |
| O=C(O)CSc1nnc2n1-c1ccc(Cl)cc1NN2 | -7.7 | 72 |
| O=C(NCc1nc(-c2ccccc2F)no1)C1CC1 | 1.3 | 104 |
| O=C(NCC1(N2CCCCC2)CCCCC1)c1ccc2c(=O)n3c(nc2c1)CCCCC3 | 0.2 | 104 |
| CSc1nc2sc3c(c2c(=O)n1-c1cccc(Br)c1)CC(C)(C)OC3 | -0.3 | 100 |
| CCc1ccc2oc(C(=O)N(Cc3cccc(Cl)c3)Cc3ccco3)c(C)c2c1 | -0.5 | 105 |
| COc1ccc(NC(=O)c2nnn(CC(=O)Nc3cc(C)cc(C)c3)c2N)c(OC)c1 | -0.5 | 107 |
| CCOC(=O)Cc1nn(Cc2ccccc2)c(=O)c2ccccc12 | 0.6 | 103 |
| c1cc(CN2CCCCCCC2)cs1 | 0 | 100 |
| CC(C)[C@H](NC(=O)c1ccccc1)C(=O)N1CCc2ccccc21 | -0.1 | 102 |
| Cc1c(Cl)cccc1NC(=O)CSc1ncc(S(=O)(=O)c2ccc(C(C)C)cc2)c(=O)[nH]1 | -2.3 | 97 |
| Cc1cc(C)c2ccc(NN)nc2c1O | 0.4 | 103 |
| COc1ccc(NC(=O)CSc2ncc3c(n2)-c2ccccc2N(Cc2ccc(C)cc2)S3(=O)=O)cc1Cl | 0.1 | 106 |
| O=C(CSc1cccc[n+]1[O-])NC(=O)NCc1ccccc1 | 0 | 103 |
| CCc1ccc(C(=O)NCc2cccs2)cc1 | 0.5 | 106 |
| O=C(CSc1ccc(Br)cc1)N1CCN(C(=O)c2ccco2)CC1 | -0.8 | 100 |
| Cc1cccc(N(C)S(=O)(=O)c2cc(Br)cnc2N)c1 | 1.4 | 104 |
| CNC(=O)c1cccc(Oc2cccc(Cl)n2)c1 | 0.7 | 108 |
| Cc1ccc(N2CCN(C(=O)c3cn(C)c4ccc(S(=O)(=O)N5CCC(C)CC5)cc4c3=O)CC2C)cc1 (centres undefined) | 0.4 | 107 |
| O=C(COC(=O)CCC1CCCC1)NC1CCCCCC1 | 0.3 | 103 |
| Cc1noc(/C=C/N(C)C)c1S(=O)(=O)NCCN1CCC(Cc2ccccc2)CC1 | 0.7 | 103 |
| N#CCC(=O)NCc1ccccn1 | -0.6 | 102 |
| CCCCOc1ccc(S(=O)(=O)N2CCN(c3ccccc3OCC)CC2)cc1 | 0.4 | 108 |
| O=C(COC(=O)Cn1cnc2ccccc2c1=O)NCc1ccccc1Cl | -0.4 | 98 |
| Cc1ccc(-c2nnc(SCc3ccccc3C#N)o2)cc1 | 0.2 | 106 |
| CC(=O)Nc1ccc(NC(=O)CCc2c(C)nc3c(c(C)nn3-c3ccc(C)cc3)c2C)cc1 | 1.1 | 112 |
| Cc1ccc(Nc2c3c(nc4nc(-c5cccs5)nn24)CCCC3)cc1F | -0.3 | 106 |
| COc1ccc(NC(=O)c2c(C)oc3ccc(O)c(CN4CCN(C)CC4)c23)cc1Cl | 1 | 110 |
| O=C(N/N=C/c1ccccc1O)C1(O)c2ccccc2-c2ccccc21 | 0.1 | 102 |
| CCC1CCCCN1CCCNC(=O)c1ccc2c(c1)N(Cc1ccccc1)C(=O)c1ccccc1S2(=O)=O (centres undefined) | 0.6 | 107 |
| CCN(CC)c1ccc(NC(=O)COC(=O)Cc2ccc(Cl)cc2)cc1 | -0.4 | 101 |
| N#CC1=C(N)C(C#N)(C#N)C(C2C=CCCC2)C2CCCC=C12 (centres undefined) | -0.2 | 101 |
| CCOC(=O)c1ccc(NC(=O)Cn2c(=O)cc(C(F)(F)F)c3c(C)nn(C)c32)cc1 | 0.5 | 108 |
| CC(CNC(=O)CCn1c(=O)c2cccn2c2ccc(F)cc21)c1ccccc1 (centres undefined) | -0.2 | 106 |
| CC(C)Nc1cc(Br)c2noc3c2c1C(=O)c1ccccc1-3 | -7.8 | 71 |
| COC(=O)c1cc2oc3ccccc3c2n1Cc1nc(-c2cccc(Cl)c2)oc1C | 0.6 | 108 |
| COc1ccc(S(=O)(=O)NC(C)(C)CO)cc1-c1nnc2c3ccccc3c(C)nn12 | 0.1 | 105 |
| CCCN(CCC)CCNC(=O)c1cc2c(-c3ccccc3F)nn(C)c2s1 | -1.5 | 94 |
| CCn1c(SCc2cc(=O)n3ccsc3n2)nnc1-c1cccs1 | -0.2 | 102 |
| Cc1ccc(S(=O)(=O)N2CC=C(c3c(C)n(CC(=O)N4CCCC4)c4ccccc34)CC2)cc1C | -0.4 | 101 |
| CCc1nn(C)c2c(=O)c(=O)c2n(C)[nH]1 | -3 | 79 |
| CCCC(=O)NCCc1cn2ccc(C)cc2n1 | -0.7 | 99 |
| Cc1cc(C)nc(N=Nc2cc(C(C)(C)C)c(O)c(C(C)(C)C)c2)n1 | 0.1 | 100 |
| O=C(Cn1ncc2c3ccccc3n(Cc3cccc(Cl)c3)c2c1=O)NCCC1=CCCCC1 | 4.6 | 150 |
| Cc1nc(NC(=S)NC(=O)c2ccc(-c3cccc(Cl)c3)o2)ccc1Br | 1 | 102 |
| CCOc1ccc(CN(C)CC(O)COCc2ccc(OC)cc2)cc1OC (centres undefined) | 0.3 | 104 |
| Cc1ccc(NC(=O)c2c(-n3c(C)ccc3C)sc3c2CCCC3)cc1 | 0.5 | 104 |
| CCC(C(=O)NCCc1cc(OC)ccc1OC)n1nc(C)c2c(C)n(-c3ccccc3)nc2c1=O (centres undefined) | -0.4 | 106 |
| COc1ccc(CCNC(=O)c2ccc3c(c2)N(Cc2ccc(F)cc2)CCS3)cc1OC | 0.1 | 105 |
| COc1cccc(-n2c(-c3ccco3)nc3c(cnn3-c3ccccc3C)c2=O)c1 | 0 | 109 |
| COc1ccc(N2CCN(C(=O)c3cccs3)CC2)cc1 | 0.6 | 103 |
| CC(C)c1ccc(Nc2cc(C(=O)NCCc3ccccc3)c3ccccc3n2)cc1 | -0.8 | 104 |
| CCNc1nc(OC)nc(SCC(=O)OC)n1 | -0.2 | 101 |

(next part)
| structure | PV pol inh FP z-score | PV pol inh |
| --- | --- | --- |
| N#C/C(=N\Nc1cccc(F)c1)C(=N)N1CCCCC1 | -1 | 99 |
| COC(=O)c1ccccc1NC(=O)N(Cc1ccc(C)cc1)Cc1cccn1-c1nnc(N2CCCC2=O)s1 | 0 | 110 |
| CCc1cc2c(=O)c(-c3nncn3-c3ccccc3)coc2cc1O | 0.1 | 102 |
| COc1ccccc1NC(=O)C1Sc2nnc(-c3ccccc3)n2NC12CCCCC2 (centres undefined) | -1.7 | 99 |
| O=C(NC(=O)N1CCN(c2ccc(F)cc2)CC1)c1ccccc1 | 0 | 101 |
| Cc1oc2ncn(CC(C)C)c(=O)c2c1C(=O)NCCCN(C)Cc1ccccc1 | 0.7 | 112 |
| CN1C(=O)C2(c3ccccc31)N(c1ccccc1)C(=O)CS2(=O)=O (centres undefined) | -0.5 | 103 |
| CSc1ccc(CCNC(=O)Cn2c(C)c3cnn(-c4ccccc4)c(=O)c3c2C)cc1 | 0.2 | 108 |
| O=C1N=c2ccccc2=C1N=Nc1c(O)[nH]c2ccccc12 | -1.5 | 97 |
| CCCNC1=C(c2ccc(OC)cc2)C(=O)c2ccccc21 | 0.2 | 101 |
| Cc1ccc(C)c(N2CCN(C(c3ccccc3)c3nnc(-c4ccccc4F)o3)CC2)c1 (centres undefined) | 0 | 105 |
| COc1ccccc1NC(=O)C1=C(C)Nc2nc(SCc3ccccc3Cl)nn2C1c1ccccn1 (centres undefined) | -0.5 | 103 |
| CCN1C(=O)CC(C(=O)Nc2ccccc2)SC1=Nc1ccccc1 (centres undefined) | 0.3 | 103 |
| CCc1ccc(S(=O)(=O)N(C(C)=O)c2ccc3oc4c(c3c2)CCCC4)cc1 | -1.3 | 101 |
| COc1cc(OC)c(NC(=O)c2cc(S(=O)(=O)N3CCCC3)cn2C)cc1Cl | -0.4 | 104 |
| Cc1nc2ccc(NS(=O)(=O)c3ccc(F)cc3)cc2s1 | 0.4 | 110 |
| O=C(c1cnn(C(=S)Nc2ccccc2)c1)c1cc(Cl)ccc1O | 0.5 | 104 |
| Cn1c(=O)n(C)c2cc(NS(=O)(=O)c3ccc(F)cc3)ccc21 | -0.8 | 102 |
| Cc1cccc(C(=O)N=Nc2c(O)[nH]c3ccc(C)cc23)c1 | 0.1 | 102 |
| O=C(CSc1nc2c(c(=O)n1CCc1ccccc1)SCC2)N1CCCC1 | 1.2 | 106 |
| O=C1CSc2ccc(C(=O)N3CCN(c4ccc(F)cc4)CC3)cc2N1 | 0.7 | 107 |
| Cc1ccc(-n2sc3ccccc3c2=O)cc1 | 0.1 | 102 |
| CCCCCCC1C(C#N)=C(N)OC2=C1C(=O)CC(C)(C)C2 (centres undefined) | -0.2 | 100 |
| COc1cc2ccccc2cc1C(=O)Nc1cccc(-c2nc3cc(C)c(C)cc3o2)c1 | 0.6 | 106 |
| CCC1CCCCN1C(=O)c1cnn2cccnc12 (centres undefined) | 0.5 | 103 |

Screening data: PubChem, ICCB-Longwood Screening Facility, Harvard Medical School

An excerpt, so the mix of outcomes need not match the whole.
